uPA generation = blocks generation of uPA at the cell surface; 330,000 compounds, 0.31% hits; cell surface uPA generation assay, qHTS; Potency, µM (doses to about 38.3 µM), for the others: at the highest dose activity change, negative = inhibition, hits mostly inhibitors; active means well fitted inhibition curve with a large enough effect; inconclusive means small, poorly fitted or top-dose-only effect; inactive means no such curve, though single readings can be large or run the other way; tested in mouse RAW 264.7 cells; further: on the % scale 0 is the no-effect control and ±100 the full control effect; nearly all actives have a fitted effect of over 55% in size
MBNL1 CUG block = inhibitors of human MBNL1 binding to CUG repeat RNA; 280,000 compounds, 0.036% hits; TR-FRET MBNL1-His/biotin-(CUG)12 binding, 665/545 ratio; AID 2675; Potency, µM (highest dose often 57.5 µM), without a hit: at the highest dose activity change, negative = inhibition, hits mostly inhibitors; Q9NR56; active means well fitted inhibition curve with a large enough effect in the signal ratio, with a control signal flat, not every such curve was filed as active; inconclusive means small, poorly fitted or top-dose-only effect, or effect the other way, or a change in a side signal; inactive means no such curve, though single readings can be large or run the other way; the % refers to the signal ratio; further: on the % scale 0 is the no-effect control and ±100 the full control effect
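TR-FRET readout: Ex 340 nm, 665/545 nm emission ratio, normalized to buffer-only (basal) and MBNL1-(CUG)12 controls. Complex of MBNL1-His with Biotin-(CUG)12, compounds 92 nM–58 uM, incubated 60 min at room temperature.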
FLuc modulator = counter-screen for miR-21 project: firefly luciferase inhibitors or activators. P08659. purified FLuc, Km substrates, luminescence inhibition. Potency, µM (top dose mostly 57.5 µM), for inactives: top-dose activity change, negative = inhibition, actives largely listed as inhibitors. 360,000 compounds, 6.9% hits;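 further: plate controls were vehicle for no effect and reference inhibitor for full effect; nearly all actives have a fitted effect of over 55% in size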
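Biochemical qHTS of compounds, final roughly 60 µM downward over six points, against 10 nM purified firefly luciferase using Km concentrations of substrates (10 uM D-luciferin, 10 uM ATP) in Tris acetate pH 7.5 buffer; luminescence output.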
RORg inh = inhibitors of mouse ROR gamma transcriptional activity; P51450; Drosophila S2 Gal4-RORgamma UAS-luciferase reporter, 20 h; Potency, µM (titrated, usually from 53.6 µM), without a hit: at the highest dose activity change, negative = inhibition, actives largely listed as inhibitors; 310,000 compounds, 5.4% hits; AID 2551; further: on the % scale 0 is the no-effect control and ±100 the full control effect; nearly all actives have a fitted effect of over 60% in size
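ROR gamma transcriptional activity was tracked as Gal4-UAS luciferase output in stably transfected Drosophila Schneider cells, with compound added 1 hr before 700 uM copper sulfate induction and a 20 hr ambient-temperature incubation.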
BRCA1 expr act = increases BRCA1 expression. MCF7-BRCA1-FFLuc reporter, luminescence, 48 h; response scale: scaled: vehicle 0%, 10 µM genistein 100%. Potency, µM (highest dose often 46.1 µM), for inactives: top-dose activation, hits mostly activators. 380,000 compounds, 1.1% hits; further: nearly all actives have a fitted effect of over 80% in size; some results filed as inactive show a strong effect at the top dose
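MCF7 cells carrying a BRCA1-firefly luciferase reporter (2000 cells/well, phenol-red free MEM) were attached for 2 h at 37 °C, then given compounds for 48 h. Luminescence was read 15 min after luciferase reagent; activity normalized to genistein (10 microM) and DMSO.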
MLL CXXC-DNA inh = MLL CXXC-DNA interaction inhibition; Q03164; MLL-CXXC / FITC-HOXA9 DNA fluorescence polarization; Potency, µM (titrated, usually from 115 µM), for the others: at the top dose activity change, negative = inhibition, hits mostly inhibitors; 290,000 compounds, 0.037% hits; active means well fitted inhibition curve with a large enough effect in the polarisation, with a control signal flat, not every such curve was filed as active; inconclusive means small, poorly fitted or top-dose-only effect, or effect the other way, or a change in a side signal; inactive means no such curve, though single readings can be large or run the other way; the % refers to the polarisation
Target sequence (Q03164 whole entry, looked up): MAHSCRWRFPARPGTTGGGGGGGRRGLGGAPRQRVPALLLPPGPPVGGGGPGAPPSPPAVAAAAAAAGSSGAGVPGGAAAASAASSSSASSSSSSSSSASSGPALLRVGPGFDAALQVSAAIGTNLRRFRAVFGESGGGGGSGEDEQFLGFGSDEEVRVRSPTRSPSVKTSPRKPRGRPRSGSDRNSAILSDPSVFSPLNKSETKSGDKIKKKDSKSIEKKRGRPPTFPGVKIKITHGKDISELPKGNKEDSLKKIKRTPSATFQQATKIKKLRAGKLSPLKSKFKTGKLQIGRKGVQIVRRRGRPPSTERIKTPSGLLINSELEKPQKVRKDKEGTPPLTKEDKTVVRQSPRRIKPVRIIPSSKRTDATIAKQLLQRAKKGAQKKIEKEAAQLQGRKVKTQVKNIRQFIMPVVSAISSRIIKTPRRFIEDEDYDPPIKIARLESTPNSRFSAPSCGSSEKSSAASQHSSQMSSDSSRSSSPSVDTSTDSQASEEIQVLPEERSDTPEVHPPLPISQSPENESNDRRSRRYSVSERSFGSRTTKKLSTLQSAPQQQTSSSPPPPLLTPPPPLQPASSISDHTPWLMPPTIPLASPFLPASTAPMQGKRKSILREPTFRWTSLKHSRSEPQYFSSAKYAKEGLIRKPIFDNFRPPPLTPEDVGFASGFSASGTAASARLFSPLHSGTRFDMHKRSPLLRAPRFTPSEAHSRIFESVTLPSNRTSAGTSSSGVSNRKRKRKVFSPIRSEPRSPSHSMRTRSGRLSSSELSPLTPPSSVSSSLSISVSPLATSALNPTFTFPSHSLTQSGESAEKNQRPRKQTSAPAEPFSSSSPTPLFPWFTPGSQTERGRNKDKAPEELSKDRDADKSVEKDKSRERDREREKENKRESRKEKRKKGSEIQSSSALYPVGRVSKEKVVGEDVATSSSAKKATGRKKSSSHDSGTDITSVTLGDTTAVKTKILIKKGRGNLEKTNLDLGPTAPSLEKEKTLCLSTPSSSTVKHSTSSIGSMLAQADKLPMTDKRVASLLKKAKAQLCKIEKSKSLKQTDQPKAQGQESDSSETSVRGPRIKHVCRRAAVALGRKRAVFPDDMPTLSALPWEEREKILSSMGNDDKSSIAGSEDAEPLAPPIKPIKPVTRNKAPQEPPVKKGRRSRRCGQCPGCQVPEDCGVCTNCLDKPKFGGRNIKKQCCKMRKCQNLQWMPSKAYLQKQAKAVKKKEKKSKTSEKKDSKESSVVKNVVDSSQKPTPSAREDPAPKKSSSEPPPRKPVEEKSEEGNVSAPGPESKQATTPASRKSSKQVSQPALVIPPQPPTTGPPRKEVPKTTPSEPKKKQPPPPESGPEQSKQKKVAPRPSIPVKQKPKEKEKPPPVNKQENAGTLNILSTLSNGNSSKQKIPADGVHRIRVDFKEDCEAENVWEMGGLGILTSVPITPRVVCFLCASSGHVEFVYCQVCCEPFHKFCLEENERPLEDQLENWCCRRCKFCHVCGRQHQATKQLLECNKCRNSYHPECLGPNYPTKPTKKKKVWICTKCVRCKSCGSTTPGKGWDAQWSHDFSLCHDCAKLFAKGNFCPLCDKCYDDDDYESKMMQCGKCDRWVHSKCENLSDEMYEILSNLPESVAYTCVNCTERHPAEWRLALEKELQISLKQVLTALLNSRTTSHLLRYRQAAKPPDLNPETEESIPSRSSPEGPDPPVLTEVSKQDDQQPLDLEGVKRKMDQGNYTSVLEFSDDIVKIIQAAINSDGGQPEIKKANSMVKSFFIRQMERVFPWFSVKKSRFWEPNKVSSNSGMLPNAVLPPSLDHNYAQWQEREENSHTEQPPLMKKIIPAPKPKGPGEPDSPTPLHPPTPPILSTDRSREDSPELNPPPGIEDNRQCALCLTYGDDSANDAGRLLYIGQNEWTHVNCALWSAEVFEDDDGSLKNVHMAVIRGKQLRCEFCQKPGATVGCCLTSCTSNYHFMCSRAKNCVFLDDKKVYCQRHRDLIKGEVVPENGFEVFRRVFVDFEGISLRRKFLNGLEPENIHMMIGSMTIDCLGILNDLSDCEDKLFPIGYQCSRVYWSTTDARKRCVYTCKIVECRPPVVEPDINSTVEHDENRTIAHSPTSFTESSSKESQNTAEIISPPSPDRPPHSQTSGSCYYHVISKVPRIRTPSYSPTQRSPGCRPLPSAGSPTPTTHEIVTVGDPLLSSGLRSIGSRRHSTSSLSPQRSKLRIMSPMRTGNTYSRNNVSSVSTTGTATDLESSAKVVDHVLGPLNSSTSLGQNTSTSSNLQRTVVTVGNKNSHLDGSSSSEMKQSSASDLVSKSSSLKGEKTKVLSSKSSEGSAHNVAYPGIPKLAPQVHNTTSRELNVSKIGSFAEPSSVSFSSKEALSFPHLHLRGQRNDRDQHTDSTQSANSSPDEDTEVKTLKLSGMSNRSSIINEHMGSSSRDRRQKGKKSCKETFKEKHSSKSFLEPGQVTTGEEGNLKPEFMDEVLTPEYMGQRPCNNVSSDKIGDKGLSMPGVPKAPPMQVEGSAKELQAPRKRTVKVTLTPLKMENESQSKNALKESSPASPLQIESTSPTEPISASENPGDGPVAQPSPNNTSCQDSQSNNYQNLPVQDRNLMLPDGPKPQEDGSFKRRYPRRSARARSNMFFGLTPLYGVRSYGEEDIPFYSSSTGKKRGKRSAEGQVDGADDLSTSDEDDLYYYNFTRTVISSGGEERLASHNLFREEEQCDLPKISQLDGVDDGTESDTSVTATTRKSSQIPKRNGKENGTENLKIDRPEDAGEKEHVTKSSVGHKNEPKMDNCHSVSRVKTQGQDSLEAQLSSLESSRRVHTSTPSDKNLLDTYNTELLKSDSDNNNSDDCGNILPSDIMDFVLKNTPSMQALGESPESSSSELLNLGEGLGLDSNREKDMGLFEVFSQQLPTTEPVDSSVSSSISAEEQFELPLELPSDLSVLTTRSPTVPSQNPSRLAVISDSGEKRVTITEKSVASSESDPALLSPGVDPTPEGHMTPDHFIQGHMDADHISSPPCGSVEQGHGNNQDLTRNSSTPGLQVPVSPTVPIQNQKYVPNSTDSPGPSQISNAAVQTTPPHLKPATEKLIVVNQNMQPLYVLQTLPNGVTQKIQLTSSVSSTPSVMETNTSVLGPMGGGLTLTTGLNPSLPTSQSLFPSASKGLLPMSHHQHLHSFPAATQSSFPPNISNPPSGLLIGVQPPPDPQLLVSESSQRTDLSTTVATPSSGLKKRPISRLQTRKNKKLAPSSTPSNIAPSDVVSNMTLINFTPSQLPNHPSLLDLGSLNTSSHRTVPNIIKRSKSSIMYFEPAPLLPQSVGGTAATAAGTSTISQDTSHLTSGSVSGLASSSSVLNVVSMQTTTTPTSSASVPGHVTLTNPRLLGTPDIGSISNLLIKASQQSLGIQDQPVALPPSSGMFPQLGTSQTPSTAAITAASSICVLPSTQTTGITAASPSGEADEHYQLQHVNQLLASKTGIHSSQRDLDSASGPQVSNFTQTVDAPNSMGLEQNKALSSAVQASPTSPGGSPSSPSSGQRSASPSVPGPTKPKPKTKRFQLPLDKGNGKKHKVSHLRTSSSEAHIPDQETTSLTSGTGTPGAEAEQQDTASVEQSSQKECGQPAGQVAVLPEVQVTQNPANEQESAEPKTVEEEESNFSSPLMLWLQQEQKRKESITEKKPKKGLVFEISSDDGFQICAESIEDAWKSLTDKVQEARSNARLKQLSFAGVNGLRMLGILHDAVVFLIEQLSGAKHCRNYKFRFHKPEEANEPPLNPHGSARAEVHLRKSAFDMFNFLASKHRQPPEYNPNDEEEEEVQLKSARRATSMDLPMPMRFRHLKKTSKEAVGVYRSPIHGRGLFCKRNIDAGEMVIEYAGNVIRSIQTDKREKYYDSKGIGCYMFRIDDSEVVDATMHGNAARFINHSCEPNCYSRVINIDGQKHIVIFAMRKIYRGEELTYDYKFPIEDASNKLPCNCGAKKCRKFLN
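Purified MLL-CXXC (added from a 7 uM solution) was preincubated 5 min at ambient with pinned compounds in 50 mM Tris-HCl pH 7.5, 50 mM NaCl, 1 mM DTT, 0.05% BSA. Fluorescein-labeled HOX-A9 DNA (50 nM solution) followed, 30 min, then polarization read.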
Gal4-VP16 FLuc = counter-screen for ROR gamma inhibitors: Gal4-VP16 reporter; Drosophila S2 Gal4-VP16 UAS-luciferase, luminescence, 20 h; Potency, µM (titrated, usually from 53.6 µM), for the others: top-dose activity, negative = inhibition, hits mostly inhibitors; 310,000 compounds, 3.5% hits;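 further: Gal4-VP16 expression switched on by copper sulfate through the metallothionein promoter; on the % scale 0 is the no-effect control and ±100 the full control effect; nearly all actives have a fitted effect of over 50% in size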
NPC1 prom act = activators of NPC1 promoter; Huh7 NPC1 promoter luciferase reporter, 24 h; Potency, µM (top dose mostly 9.22 µM), for inactives: top-dose activation, actives largely listed as activators; 320,000 compounds, 2.4% hits; AID 485313;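 further: % of control where 0% means no effect; nearly all actives have a fitted effect of over 60% in size; reporter is driven by a mutant NPC1 promoter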
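Compounds in DMSO were transferred onto Huh7 NPC1-luciferase reporter cells pre-incubated 2 h; after 24 h at 37 °C, Amplite reagent was dispensed and luminescence recorded 10 min later.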
ELG1 genotoxic = induces genotoxicity in HEK293T cells with luciferase-tagged ELG1; HEK293T ELG1-luciferase reporter, luminescence, 16 h; Potency, µM (doses to about 46 µM), inactives show at the highest dose activity change, positive = activation, most hits filed as activators; 330,000 compounds, 1.3% hits; further: % of control where 0% means no effect; nearly all actives have a fitted effect of over 60% in size
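Genotoxicity was scored as increased ELG1-luciferase reporter signal, measured by ONE-Glo luminescence (30 min, room temperature). Compound or vehicle exposure of the HEK293T reporter cells lasted 16 hr at 37°C.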
p53 reactivation = restores transcriptional activity of mutant p53; 320,000 compounds, 0.063% hits; H1299 p53-A138V BP100-luciferase reporter, luminescence, 24 h; AID 504706; Potency, µM (series often up to 92.2 µM), for inactives: at the highest dose activity change, positive = activation, usual class: activators; further: % of control where 0% means no effect; nearly all actives have a fitted effect of over 45% in size
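H1299 (p53-null), stable ts p53-A138V + BP100-Luc; 1000 cells/well, Opti-MEM/10% FBS; cpd 4 pt, 1:5; 24 h, 37 deg C, 5% CO2; detection reagent 10 min RT; luminescence.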
Rab9 prom act = Rab9 promoter activation | Huh7 Rab9 promoter-luciferase reporter, luminescence, 24 h | Potency, µM (series often up to 9.22 µM), without a hit: at the highest dose activation, negative = inhibition, usual class: activators | 320,000 compounds, 2.8% hits; further: % of control where 0% means no effect; nearly all actives have a fitted effect of over 60% in size
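Huh7 cells stably carrying a Rab9 promoter-luciferase reporter, 1500 cells per well in OP-MEM I with 10% FBS, treated with compound 24 hours at 37C. Luciferase activity read by luminescence after 10 minutes with Amplite reagent.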
* = called active by the depositor; ? = inconclusive; . = not tested or not shown; & = joins results of further samples; [ ] = remark or other dose. Unless noted, the call rests on the fitted dose curve; in most records, active means well fitted curve in the direction sought with a large enough effect; inconclusive means small, poorly fitted or top-dose-only effect, or another doubt; inactive means no such curve, though single readings can be large; an effect the other way counts as inactive or inconclusive. Potency means the concentration at half of the fitted maximal effect.

Molecule,BRCA1 expr act,FLuc modulator,Rab9 prom act,Gal4-VP16 FLuc,ELG1 genotoxic,uPA generation,RORg inh,MLL CXXC-DNA inh,NPC1 prom act,p53 reactivation,MBNL1 CUG block
O=C(Nc1ccccc1)N1CCN(S(=O)(=O)c2ccccc2)CC1,16%,4%,-2%,5%,0%,3%,-6%,-4%,1%,19%,2%
c1ccc2ncc(-n3cnnn3)cc2c1,12%,-4%,0%,.,10%,2%,17%[0.365 µM],5%,7%,0%,0%
CCCc1ccc(OCC(=O)NNC(=O)c2cccnc2)cc1,2%,?,-3%,-1%,1%,3%,2%,2%,-1%,-4%,-7%
Cc1cccc(N(C)S(=O)(=O)c2cccc3nsnc23)c1,-20%,3%,0%,-8%,-8%,0%,-13%,2%,0%,3%,?
COc1ccc(-c2c(C)cc3oc(=O)cc(-c4ccccc4)c3c2C)cc1C=O,-57%,.,.,-9%,-5%,?,18%,.,.,6%,.
O=C(NCC1CCN(Cc2ccc(Cl)cc2)CC1)C1CCCN(c2ncnc3c2nc2n3CCCCC2)C1 (configuration not stated),-62%,-1%,-26%,1%,-13%,-18%,1%,14%,-28%,0%,0%
Cc1c(C(=O)N2CCC(C)CC2)oc2ccc(S(=O)(=O)N3CCC4(CC3)OCCO4)cc12,-30%,-2%,-5%,7%,-7%,-8%,2%,0%,7%,-1%,-6%
O=C(CCS(=O)(=O)c1ccc2c(c1)NC(=O)CS2)NCCc1ccccc1,8%,5%,-6%,6%,0%,-1%,-2%,1%,-1%,-4%,0%

Carrying on:
Molecule,BRCA1 expr act,FLuc modulator,Rab9 prom act,Gal4-VP16 FLuc,ELG1 genotoxic,uPA generation,RORg inh,MLL CXXC-DNA inh,NPC1 prom act,p53 reactivation,MBNL1 CUG block
CCOC(=O)c1sc(Nc2nc3c(OC)cccc3s2)cc1C,-28%,7.6µM*,?,?,-1%,-2%,?,6%,?,?,32%[activator]
CC(Sc1nc(-c2ccccc2)cc(C(F)(F)F)n1)C(=O)Nc1ccc2c(c1)OCO2 (configuration not stated),-42%,0%,-2%,-12%,3%,22%,1%[10 µM],0%,-5%,-1%,.
COc1ccc(S(=O)(=O)N2CCN(c3ccc(F)cc3)CC2)cc1OC,39%,2%,2%,-3%,7%,11%,3%,1%,1%,-3%,5%
N=c1n(CCN2CCOCC2)c2ccccc2n1CC(O)COc1ccccc1 (configuration not stated),-20%,1%,11%,-3%,0%,-2%,-25%,3%,-2%,-16%,-2%
CCOc1ccccc1N(CC(=O)Nc1cc(OC)ccc1OC)S(C)(=O)=O,-3%,-1%,1%,13%,4%,-2%,31%,5%,0%,-7%,4%
CC(=O)c1ccc(N2CCN(C(=O)C3CCCN(S(=O)(=O)c4c(C)[nH]c(=O)[nH]c4=O)C3)CC2)cc1 (configuration not stated),0%,-13%,-2%,2%,-3%,0%,13%,-6%,-3%,-1%,4%
COc1cc(C)c(S(=O)(=O)n2nnc3ccccc32)cc1C,2%,0%,-7%,-6%,3%,.,-8%,-9%,2%,-3%,-2%
COc1cccc(NC(=S)NNC(=O)Cn2nc(C(F)F)cc2C(F)F)c1,-16%,-12%,-1%,?,-1%,-4%,1.1µM*,6%,1%,15%,-26%

Next part:
Molecule,BRCA1 expr act,FLuc modulator,Rab9 prom act,Gal4-VP16 FLuc,ELG1 genotoxic,uPA generation,RORg inh,MLL CXXC-DNA inh,NPC1 prom act,p53 reactivation,MBNL1 CUG block
Cc1csc(NC(=O)CCNC(=O)c2ccc([N+](=O)[O-])cc2)n1,-18%,4%,-11%,11%,0%,1%,9%,9%,-2%,-7%,?
C=CCc1cccc2cc(C(=O)OCC)c(=O)oc12,-5%,-16%,-1%,0%,5%,2%,3%,-2%,0%,-19%,-9%[11.5 µM]
CCCCN1C(=S)NC[C@@H]1C(C)CC (some centres not stated),7%,3%,-3%,10µM*,-2%,13%,3.5µM*,-17%,1%,-4%,14%
COc1ccccc1CN1CC(C(=O)N(C)Cc2ccncc2C)CCC1=O (configuration not stated),-4%,-1%,0%,-6%,3%,1%,14%,-4%,2%,-6%,-6%
O=C(Nc1nnc(COc2ccc(F)cc2)s1)c1ccco1,29%,-18%,0%,-7%,4%,0%,25%,-10%,9%,0%,0%
COC(=O)[C@@]1(Cc2ccc(F)cc2)[C@H]2c3cc(C(=O)N4CCCC4)n(CCCNc4ncc(C(F)(F)F)cc4Cl)c3C[C@H]2CN1C(=O)c1ccccc1,-21%,1%,0%,2%&-4%,-13%,?,34%&12%,3%,-7%,.,4%
CCOc1ccc(C(=O)N2CCCC(c3nc(-c4ccc(C)o4)no3)C2)cc1 (configuration not stated),5%,0%,-1%,2%,-8%,2%,15%,89%[activator],1%,0%,-3%
CC(CNc1nc2ccc(Cl)cc2n2cnnc12)c1ccccc1 (configuration not stated),1%,-16%,-5%,-13%,-1%,-6%,31%,22%,1%,-1%,42%[activator]

The listing continues:
Molecule,BRCA1 expr act,FLuc modulator,Rab9 prom act,Gal4-VP16 FLuc,ELG1 genotoxic,uPA generation,RORg inh,MLL CXXC-DNA inh,NPC1 prom act,p53 reactivation,MBNL1 CUG block
CCOC(=O)Cn1c(=O)oc2cc(S(=O)(=O)Nc3ccc(N(CC)CC)cc3C)ccc21,-36%,-3%,-4%,-2%,-1%,-1%,30%,11%,-4%,-16%,-9%
COC(=O)c1ccc(CN2[C@H](C(=O)OC)C[C@@]3(O)[C@@H](O)[C@@H](O)[C@@H](O)C[C@@H]23)cc1,1%,0%,-12%,-2%&2%,5%,3%,-23%&-17%,9%,-1%,-1%,-5%
Cc1ccc(C(=O)N2CCCC(c3nc4c(nnn4Cc4ccccc4)c(=O)[nH]3)C2)cc1 (configuration not stated),11%,-1%,13%,.,8%,.,-18%[0.365 µM],24%,1%,-18%,-16%
CCOC(=O)c1cnc2c(cnn2C)c1Cl,-24%,-6%,3%,-11%,-1%,-5%,-37%,14%,-5%,6%,-2%
Cc1c(NC(=O)CN2CCC(C(N)=O)CC2)cccc1[N+](=O)[O-],19%,0%,1%,8%,-1%,-11%,-14%,0%,-2%,0%,7%
COc1ccc(C2=NN(C(=O)CSC3=NN4CCCC(=O)N=C4S3)C(c3cccc(OC)c3OC)C2)cc1 (configuration not stated),-2%,-6%,0%,1%,-2%,-8%,34%,-6%,-4%,-2%,2%
Cc1n[nH]c(=O)c2c(NC(=O)CSc3ccc(Br)cc3)oc(C)c12,0%,2%,-1%,.,-1%,-4%,.,.,3%,1%,.
CC1(C)CC(=O)C2=C(C1)NC(=O)CC2c1cc(F)ccc1F (configuration not stated),0%,3%,-1%,1%,0%,3%,19%,4%,3%,1%,4%

New compounds follow:
Molecule,BRCA1 expr act,FLuc modulator,Rab9 prom act,Gal4-VP16 FLuc,ELG1 genotoxic,uPA generation,RORg inh,MLL CXXC-DNA inh,NPC1 prom act,p53 reactivation,MBNL1 CUG block
C#CCN(C(=O)c1cc(COc2cccc(C(F)(F)F)c2)on1)C1CCCCC1,-41%,2%,6%,?,-1%,4%,?,3%,0%,-3%,2%
Cc1ccc(NC(=O)Nc2ccno2)cc1,39%,?,23%,-9%,7%,2%,16%,4%,15%,2%,.
CC(C)(C)NC(=O)/C(=C\c1ccco1)NC(=O)c1cccs1,0%,7%,0%,8%,1%,-2%,-10%,-2%,-1%,0%,.
COc1ccccc1NC(=O)CSc1n[nH]c(-c2ccccn2)n1,-51%,5%,0%,5µM*,-5%,.,6.3µM*,72%[activator],-36%[inhibitor],6%,2%
N/C(=N\OC(=O)c1ccco1)c1cccc([N+](=O)[O-])c1,17%,24µM*,17%,-3%,?,0%,33%,3%,21%,-4%,?
O=C1CCCN1CCCN1CC(C(=O)N(CCO)Cc2ccccc2)CCC1=O (configuration not stated),2%,4%,8%,-5%,5%,-1%,-7%,7%,5%,2%,0%
COc1ccc(N2CCN(C(=O)c3ccccc3NS(=O)(=O)c3ccccc3)CC2)cc1,15%,4%,12%,0%,?,0%,33%,0%,3%,7%,-5%
O=c1oc2ccccc2cc1-c1nc(-c2ccccc2)no1,13µM*,0.54µM*,1.1µM*,8.9µM*,?,-7%,11µM*,-9%,0.45µM*,?,?
CC(=O)N/C(=C\c1ccccc1)C(=O)OCC(=O)NC1CCS(=O)(=O)C1 (configuration not stated),-4%,3%,-3%,.,1%,-3%,.,.,-3%,-1%,.

Source: PubChem BioAssay (National Center for Advancing Translational Sciences (NCATS))

This is a subset (hit frequency here may not be typical).
